RAD54 inh – inhibitors of human RAD54 branch migration, primary screen, biochemical, fluorescence, single point | DNA repair and recombination protein RAD54-like (Homo sapiens), Q92698 | RAD54 Holliday junction branch migration, FAM/BHQ fluorescence | inhibition, % at 10.4 µM | actives 0.14% (n = 360,000) | AID 602329, 2012;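 active = mean normalized replicate activity at least 40 and at least half of replicates scoring 40 or more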;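 note: 0% = median of neutral control wells and 100% = median of positive control wells; inhibitors cause a drop in the FAM fluorescence signal; in these data hits start at about 50%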
GSIS activator – GLuc luminescence reporter in INS-1E cells, primary screen for activators of glucose-dependent secretion of insulin; INS-1E GLuc reporter insulin secretion, 2-3 h; activation, % at 16.6 µM; actives 0.61% (n = 370,000); AID 743287, 2014;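 active = lowest replicate activation of at least 40%, so every replicate reaches that level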;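 note: 0% = median of neutral control wells and 100% = median of IBMX positive control wells; some compounds called inactive have numbers as strong as hits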
F508del corr – F508del CFTR correction, initial screen, CFBE line, single point; CFBE cells, YFP halide quenching; stimulated with forskolin plus potentiator P3; % fluorescence drop versus neutral controls; activity (quench increase), % at 7.58 µM; actives 0.36% (n = 350,000); AID 720511, 2013;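 active = mean added fluorescence quench of at least 8% versus neutral control, with both replicates also reaching 8%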;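 note: cells transiently co-express mutant CFTR-F508del with the halide-sensitive YFP; corrector assay measuring rescue of mutant channel to the surface after 24 h compound exposure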
ERAP1 inh – human ERAP1 aminopeptidase inhibitors, primary screen, biochemical, single point, plate reader; Endoplasmic reticulum aminopeptidase 1 (Homo sapiens), Q9NZ08; recombinant ERAP1, Leu-AMC fluorescence, 60 min; inhibition, % at 10.7 µM; actives 0.15% (n = 340,000); AID 652197, 2013;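 active = mean replicate inhibition of at least 30%, or all replicates individually reaching that 30% level; inactive = mean below 30% and not every replicate reaching it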;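 note: 0% = neutral control wells and 100% = L-leucinethiol positive control wells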
Target sequence (Q9NZ08 whole entry, looked up): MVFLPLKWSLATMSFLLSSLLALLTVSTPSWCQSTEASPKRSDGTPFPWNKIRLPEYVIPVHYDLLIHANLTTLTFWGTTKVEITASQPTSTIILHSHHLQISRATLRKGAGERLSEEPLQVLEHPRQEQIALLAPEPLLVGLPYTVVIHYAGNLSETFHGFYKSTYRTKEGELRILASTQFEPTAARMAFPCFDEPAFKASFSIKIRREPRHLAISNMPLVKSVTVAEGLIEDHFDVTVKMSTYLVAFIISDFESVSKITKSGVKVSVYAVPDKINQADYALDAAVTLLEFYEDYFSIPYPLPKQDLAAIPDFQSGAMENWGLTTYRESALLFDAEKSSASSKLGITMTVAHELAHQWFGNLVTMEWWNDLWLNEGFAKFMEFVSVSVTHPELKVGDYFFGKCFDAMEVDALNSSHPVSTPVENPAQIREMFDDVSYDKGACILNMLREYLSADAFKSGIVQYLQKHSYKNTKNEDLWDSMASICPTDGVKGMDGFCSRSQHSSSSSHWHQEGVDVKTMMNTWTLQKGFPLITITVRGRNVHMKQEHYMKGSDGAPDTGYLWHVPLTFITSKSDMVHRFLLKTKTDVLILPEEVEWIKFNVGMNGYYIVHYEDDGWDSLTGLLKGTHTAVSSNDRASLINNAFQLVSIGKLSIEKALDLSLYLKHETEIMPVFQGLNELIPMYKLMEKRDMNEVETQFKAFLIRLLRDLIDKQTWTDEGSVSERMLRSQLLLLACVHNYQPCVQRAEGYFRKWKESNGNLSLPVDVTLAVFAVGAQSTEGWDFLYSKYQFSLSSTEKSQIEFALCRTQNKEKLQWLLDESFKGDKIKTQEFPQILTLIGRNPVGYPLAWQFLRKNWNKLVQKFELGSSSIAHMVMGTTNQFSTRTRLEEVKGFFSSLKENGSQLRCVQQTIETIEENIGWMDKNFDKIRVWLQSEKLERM
ARNT TACC3 PPI – disruptors of ARNT/TACC3 protein interaction, primary screen, biochemical, AlphaScreen, single concentration. Transforming acidic coiled-coil-containing protein 3 (Homo sapiens), Q9Y6A5. AlphaScreen His-ARNT PAS-B/GST-TACC3 binding, luminescence; TACC3 fragment carries E629A point mutation. inhibition, % at 9.99 µM. actives 0.66% (n = 390,000);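 active = mean inhibition of replicates at least 50% and at least half of replicates each reaching 50%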;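 note: 0% = complete ARNT plus TACC3 wells and 100% = ARNT alone without TACC3; many hits fall short of the cut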
esBAF inh – Bmi1 luciferase reporter increase in mESCs, primary screen, esBAF inhibitor project, mouse ES cells, Bmi1 luciferase knock-in, single point | 24 h; 100% = twice the neutral-well signal | reporter increase, % at 12.5 µM | actives 2% (n = 350,000); in the data active = activation above about 40%;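 note: 0% = median of the plate's neutral control wells and 100% = double that signal; a rise in the Bmi1 reporter signal indicates esBAF inhibition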
RAD52 inh – RAD52 DNA annealing inhibitors, primary screen, biochemical, FRET, single point, set 2. recombinant RAD52 DNA annealing, FRET fluorescence. inhibition, % at 18.7 µM. actives 0.46% (n = 360,000). AID 651710, 2012;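 active = every replicate showing at least 50% inhibition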
Xi reactivation – activators of inactive X chromosome reactivation, primary screen, imaging, XiGFP fibroblasts, GFP high-content imaging, set 2; XiGFP mouse fibroblasts, % GFP-positive cells imaging, 3 d; cells co-treated with 5-aza-dC sensitizer; scaled so ellipticine positive control = 100%; actives 0.055% (n = 360,000); activation, % at 7.58 µM; AID 743238, 2013;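 active = mean normalized replicate activation at least 10% and every replicate at or above 10%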;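 note: 0% = median of on-plate neutral control wells and 100% = ellipticine 6 µM median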
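Assay system: SV40-immortalized XiGFP fibroblast cells, line 68-5-11; buffer or medium: DMEM plus 5-aza-dC sensitizer; compound: one concentration, pinned; timing: compounds 3 days, fix/stain 15 min at room temperature; benchmarks: positive control ellipticine, 6 µM final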
Starred values were filed as active, the others as inactive; i = inactive; . = no result given; & = joins results of further samples.

SMILES | RAD54 inh | GSIS activator | F508del corr | ERAP1 inh | ARNT TACC3 PPI | esBAF inh | RAD52 inh | Xi reactivation
CCOc1ccc(C2NC(=O)NC(C)=C2C(=O)OCc2ccccc2)cc1 (stereo not given) | 5.7 | 5.6 | 0.0 | -4.2 | 6.0 | -8.5 | -3.0 | 0.0
Cc1nc2c(nnn2Cc2ccccc2Cl)c(=O)[nH]1 | -2.6 | 8.5 | 2.6 | -0.9 | -1.1 | 0.1 | -13.6 | 0.0
O=C(C[C@@H]1CC[C@H](NC(=O)Nc2ccccc2F)[C@@H](CO)O1)NCc1ccc(Cl)cc1 | 1.1 | 5.0 | 2.9 | 0.4 | -7.8 | -4.4 | -5.9 | -0.1
CCC(=O)N1CCc2cc(S(=O)(=O)NCCC(=O)NCc3ccccc3Cl)ccc21 | 7.8 | 12.3 | -1.0 | -4.7 | 10.0 | -7.4 | -4.3 | 0.0
CC(/C=N/NC(=O)c1ccc(Cn2cc([N+](=O)[O-])cn2)o1)=C\c1ccccc1 | 6.0 | -1.3 | 4.1 | -0.8 | 0.7 | . | -26.6 | 0.2
Cn1c(=O)[nH]c(=O)c2c1nc(CN1CCN(c3ccccc3F)CC1)n2CCc1ccccc1 | -5.1 | -5.5 | -1.3 | 4.7 | -2.7 | -3.8 | -12.0 | 0.1
Cc1ccc(S(=O)(=O)N(C)C)cc1NC(=O)CCNC(=O)c1ccccc1Cl | -1.2 | 0.3 | . | . | -5.2 | . | . | -0.2
CCNC(=O)C[C@@H]1CC[C@@H]2[C@@H](COc3ccc(NC(=O)c4ccc(F)c(F)c4)cc3C(=O)N2C)O1 | -7.1 | -5.0 | 2.3 | -4.2 | -5.2 | 4.3 | -13.3 | 0.3
Cn1cccc1Cc1nnc(SCC(=O)Nc2ccccc2F)n1CCc1ccccc1 | -0.3 | -3.5 | 4.4 | -1.5 | . | -2.9 | -34.2 | 0.0
CC(C)c1cn(CC[C@H]2CC[C@H](NS(=O)(=O)c3ccc(Cl)cc3)[C@@H](CO)O2)nn1 | -2.1 | 4.6 | -3.9 | 1.1 | . | -0.7 | -0.4 | -0.3
CN(C)C(=O)[C@@H]1[C@@H](CO)[C@@H]2Cn3c(ccc(C4=CCCC4)c3=O)[C@@H]2N1Cc1ccccn1 | 18.0 | 4.4 | 0.1 | 2.3 | 12.9 | -6.7 | -40.7 | 0.1
CCc1ccc(N(CC(=O)NC2CCCCC2)C(=O)CNC(=O)c2ccco2)cc1 | -0.7 | -14.8 | 1.3 | 1.9 | -6.3 | -2.1 | -7.3 | 0.0
CCS(=O)(=O)Nc1ccc(C2=NN(S(=O)(=O)CC)C(c3cccs3)C2)cc1 (stereo not given) | -2.7 | 6.5 | 0.7 | 0.8 | 0.6 | 1.2 | -184.5 | 0.0
Clc1ccc(-c2nnc(-c3ccccc3)c(-c3c[nH]c4ccccc34)n2)cc1 | -1.7 | -14.5 | -3.7 | -2.6 | 0.7 | 1.0 | -13.9 | 0.0
CC(C)NC(=O)N(C)C[C@H]1Oc2ccc(NC(=O)NC3CCCCC3)cc2CC(=O)N([C@H](C)CO)C[C@@H]1C | 10.0 | 8.8 | -4.8 | 2.7 | -12.2 | -1.9 | -4.8 | 0.5
O=S(=O)(N/N=C/c1ccc(OC2CSC2)cc1)c1ccccc1 | -8.6 | 3.6 | . | . | -8.7 | . | . | 0.0
COc1cc(C(=O)OCC(=O)c2c(N)n(C)c(=O)n(C)c2=O)ccc1OCCC(C)C | . | -5.4 | 0.2 | -0.9 | -1.5 | . | -8.2 | 0.0
CN1C(=O)c2cc(NC(=O)Nc3ccccc3F)ccc2OC[C@H]2O[C@@H](CC(=O)Nc3cccc(Cl)c3)CC[C@@H]21 | -3.7 | -8.3 | 0.6 | -0.2 | 13.0 | 20.4 | 8.0 | 0.0
CCCCC(=O)NNC(=S)NC(=O)c1ccc(C)cc1 | . | 5.4 | -1.3 | 1.7 | 23.8 | . | -20.5 | 0.0
CCCCNC(=O)CSc1nc2ccc(C)cc2[nH]1 | . | 6.0 | 16.6* | 2.1 | 21.1 | . | -7.1 | 0.0
O=C1c2ccccc2C(Nc2ccc(Cl)cn2)N1Cc1ccccc1 (stereo not given) | 4.2 | . | 2.8 | -0.7 | -0.7 | -2.3 | -8.3 | -0.1
C[C@H](CO)N1C[C@H](C)[C@H](CN(C)Cc2cccnc2)Oc2cc(/C=C/c3ccccc3)ccc2S1(=O)=O | -1.2 | 4.0 | 3.6 | 0.9 | 19.2 | 6.3 | 31.1 | 0.2
CCOC(=O)N1N=C(c2ccccc2)CC1(O)C(C)(F)F (stereo not given) | . | 2.6 | -1.4 | -2.2 | -3.4 | . | -15.1 | 0.2
CCCn1c(N)cc(=O)n(CCC)c1=O | . | -2.8 | -2.5 | 1.0 | -4.6 | . | -13.8 | -0.5
CCC(Sc1ccc(Cl)cc1)C(=O)Nc1nnc(-c2cccc([N+](=O)[O-])c2)s1 (stereo not given) | 1.8 | -46.9 | -3.1 | 1.7 | -5.1 | -3.6 | -7.8 | 0.1

Entries above with a furan ring, fused or not (two):
SMILES | RAD54 inh | GSIS activator | F508del corr | ERAP1 inh | ARNT TACC3 PPI | esBAF inh | RAD52 inh | Xi reactivation
CC(/C=N/NC(=O)c1ccc(Cn2cc([N+](=O)[O-])cn2)o1)=C\c1ccccc1 | 6.0 | -1.3 | 4.1 | -0.8 | 0.7 | . | -26.6 | 0.2
CCc1ccc(N(CC(=O)NC2CCCCC2)C(=O)CNC(=O)c2ccco2)cc1 | -0.7 | -14.8 | 1.3 | 1.9 | -6.3 | -2.1 | -7.3 | 0.0

Next section.
SMILES | RAD54 inh | GSIS activator | F508del corr | ERAP1 inh | ARNT TACC3 PPI | esBAF inh | RAD52 inh | Xi reactivation
N#Cc1ccc2[nH]cc(C3c4cc(F)ccc4C=C(c4ccsc4)N3c3ccc(C#CCCO)cc3)c2c1 (stereo not given) | . | -7.2 | -1.5 | 0.4 | . | . | -1.6 | 0.0
CCOc1ccc(C(C)=O)cc1CN1C(=O)NC(C)(C2CC2)C1=O (stereo not given) | 8.2 | 13.7 | 1.7 | 0.6 | -43.8 | -8.4 | 24.1 | 0.1
CN1CCN(CCCNC(=O)c2ccc(Cn3c(=S)[nH]c4ccc(Br)cc4c3=O)cc2)CC1 | -2.0 | 34.6 | 0.9 | 3.6 | 8.4 | 1.8 | 37.2 | -0.1
C#CCN1CC(COc2ccccc2)Oc2cccc(Oc3ccc(SC)c(C)c3)c2S1(=O)=O (stereo not given) | . | -4.6 | 4.4 | . | . | . | -7.2 | 0.0
C[C@@H]1CCCCO[C@@H](CN(C)C(=O)Nc2ccc(C(F)(F)F)cc2)[C@@H](C)CN([C@H](C)CO)C(=O)c2cc(NS(=O)(=O)c3ccccc3)ccc2O1 | 0.7 | 10.5 | -1.0 | -4.7 | -4.9 | -6.9 | 6.9 | 0.3
COc1ccc(CN(C)C[C@H]2OCCCC[C@@H](C)Oc3ccc(NS(=O)(=O)c4ccccc4)cc3C(=O)N([C@H](C)CO)C[C@@H]2C)cc1 | 5.6 | 0.5 | 2.0 | 0.0 | 7.4 | -2.7 | 8.0 | 0.4
CO[C@H]1CN(C)C(=O)c2cc(NC(=O)NC3CCCCC3)ccc2OC[C@H](C)N(C(C)=O)C[C@@H]1C | 5.1 | 3.4 | -0.5 | 0.2 | -0.2 | -2.5 | 0.3 | -0.1
COc1ccc(C(=O)CN2C(=O)NC3(CCc4ccccc43)C2=O)cc1 (stereo not given) | -2.5 | 0.0 | 1.1 | 2.0 | . | 4.1 | 5.3 | 0.3
Cc1nc(N2CCOCC2)c2c(C)c(C(=O)Nc3ccc(F)cc3F)sc2n1 | -2.7 | 29.3 | 2.3 | . | -25.4 | 0.8 | -8.2 | -0.2
O=C(c1ccccc1-c1nc(-c2ccccc2)no1)N1CCOCC1 | 2.0 | 6.2 | . | . | -6.2 | 3.1 | . | .
CCOC(=O)Nc1cc(OC)c(OC)cc1Cc1nccc2cc(OC)c(OC)cc12 | 1.8 | 24.7 | . | . | -7.3 | -2.3 | . | .
Cc1ccc(CC(CC(=O)O)C(=O)Nc2ccc(Cl)cc2)cc1 (stereo not given) | 8.6 | -3.7 | -4.6 | -2.7 | -11.0 | -3.3 | -9.0 | 0.4
CN1CCN(C(=O)c2cc3c(c(-c4cccc(C#CCC5CCCC5)c4)n2)[C@@H](CCO)N(S(=O)C(C)(C)C)C3)CC1 (stereo not given in full) | 3.1 | . | -1.7 | -3.6 | 4.7 | 11.4 | 2.6 | .
N#Cc1cccc(-c2ccc([C@H]3[C@H]4CN(C(=O)Nc5ccccc5)CCCCN4[C@H]3CO)cc2)c1 | -9.4 | 2.9 | 4.6 | -1.3 | 7.2 | . | -17.0 | 0.2
COc1ccc(C2=CC(=O)CC(c3ccc(F)cc3)C2)cc1 (stereo not given) | 2.9 | 4.4 | -1.0 | 2.5 | . | 9.4 | -8.2 | 0.1
Cc1ccc(C)c(NC(=S)NNC(=S)Nc2ccc(C(C)C)cc2)c1 | -0.2 | 12.0 | -4.6 | -1.8 | 4.8 | 10.5 | 3.5 | 0.2
C=CC1=C(C(=O)O)N2C(=O)C(NC(=O)Cc3ccccc3)C2SC1 (stereo not given) | -6.9 | -4.6&-20.4 | . | 0.8 | -1.9 | 3.2 | -60.1 | .
CCCc1n(CC)c2ccccc2[n+]1CC(O)COC1CCCCC1 (stereo not given) | -0.1 | -3.0 | . | 15.5 | -0.1 | -30.8 | -2.8 | 0.0
COc1ccccc1NC(=O)c1sc2nc(Cc3ccccc3)cc(C(F)(F)F)c2c1N | . | . | 2.1 | 2.4 | -11.3 | . | i | .
Cc1ccc(C)c(NC(=O)c2c(Cl)nc3ccccn23)c1 | . | 6.0 | 1.6 | -5.7 | -2.4 | . | -4.7 | 0.1
CC(=O)c1sc(NC(=O)c2cc(S(=O)(=O)N3CCOCC3)ccc2F)nc1C | -4.4 | -7.1 | -2.0 | 3.6 | -3.6 | 8.2 | -9.8 | 0.0
O=C(N/N=C/c1c[nH]c2ccccc12)c1ccccc1O | -1.5 | -4.9 | -1.6 | 0.1 | 43.1 | 51.9* | -6.0 | 0.1
Cc1cccc(-c2n[nH]c(S(C)(=O)=O)c2C#N)c1 | . | 3.9 | -0.1 | -0.1 | -12.3 | . | -9.1 | 0.2
CC(C)c1ccc(OCC(=O)NNC(=S)NC(=O)C2CC2)cc1 | 7.4 | 0.7 | 6.8 | -2.1 | -0.2 | 0.7 | -7.0 | 0.2
O=C(Nc1ccccc1)c1cccc(S(=O)(=O)Oc2ccc([N+](=O)[O-])cc2)c1 | . | -13.6 | 0.9 | -1.1 | . | . | -4.4 | 0.3
CNC(=O)c1ccsc1NC(=O)c1ccccc1 | 10.8 | 59.3 | 2.1 | 7.4 | -4.2 | 14.8 | -6.5 | 0.0
C=CCN(C(=O)C1CC(=O)N(C2CCCC2)C1)c1nc(-c2ccc(S(C)(=O)=O)cc2)cs1 (stereo not given) | -0.4 | -6.8 | -6.0 | 0.1 | . | 53.9* | -51.3 | 0.1
C[C@@H](O)C#Cc1ccc2c(c1)O[C@@H](CN(C)CC1CC1)[C@@H](C)CN([C@@H](C)CO)S2(=O)=O | . | 11.5 | -0.1 | . | . | 0.3 | . | -0.9

From PubChem BioAssay
